TDP-43 yeast inh: rescues yeast growth from TDP-43 toxicity | TDP-43 expressing yeast growth rescue, BacTiter-Glo, 24 h | Potency, µM (titrated, usually from 46.1 µM), inactives show at the top dose growth rescue (activation), most hits filed as activators | 1.8% of 410,000 active; further: potency means the concentration at half of the fitted maximal effect; % of control where 0% means no effect; nearly all actives have a fitted effect of over 50% in size
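Luminescence from BacTiter-Glo reports growth of TDP-43-expressing yeast after 24 hr at 30 deg C with compound. Cells were raffinose-pregrown to mid-log, then seeded in galactose medium at OD600=0.02.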
aSyn yeast inh: inhibitors of alpha-synuclein toxicity in yeast; Yeast expressing alpha-synuclein, growth rescue, BacTiter-Glo, 24 h; Potency, µM (doses to about 46.1 µM), without a hit: at the top dose growth rescue (activation), hits mostly activators; 0.14% of 370,000 active; AID 652106; further: potency means the concentration at half of the fitted maximal effect; % of control where 0% means no effect; nearly all actives have a fitted effect of over 65% in size
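Readout is rescue of growth in alpha-synuclein-expressing yeast, so inhibitors of toxicity appear as activators. Growth after 24 hr at 30 deg C in galactose medium is quantified by luminescence.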
EPAC2 ag: activates human EPAC2 exchange factor; Potency, µM (doses to about 154 µM), without a hit: at the top dose activation, hits mostly activators; AID 720711; Q8WZA2; EPAC2 activation, biochemical qHTS; response scale: 100% = 6.5 mM cAMP response; 0.079% of 360,000 active; further: potency means the concentration at half of the fitted maximal effect; nearly all actives have a fitted effect of over 50% in size
Target sequence (Q8WZA2 whole entry, looked up): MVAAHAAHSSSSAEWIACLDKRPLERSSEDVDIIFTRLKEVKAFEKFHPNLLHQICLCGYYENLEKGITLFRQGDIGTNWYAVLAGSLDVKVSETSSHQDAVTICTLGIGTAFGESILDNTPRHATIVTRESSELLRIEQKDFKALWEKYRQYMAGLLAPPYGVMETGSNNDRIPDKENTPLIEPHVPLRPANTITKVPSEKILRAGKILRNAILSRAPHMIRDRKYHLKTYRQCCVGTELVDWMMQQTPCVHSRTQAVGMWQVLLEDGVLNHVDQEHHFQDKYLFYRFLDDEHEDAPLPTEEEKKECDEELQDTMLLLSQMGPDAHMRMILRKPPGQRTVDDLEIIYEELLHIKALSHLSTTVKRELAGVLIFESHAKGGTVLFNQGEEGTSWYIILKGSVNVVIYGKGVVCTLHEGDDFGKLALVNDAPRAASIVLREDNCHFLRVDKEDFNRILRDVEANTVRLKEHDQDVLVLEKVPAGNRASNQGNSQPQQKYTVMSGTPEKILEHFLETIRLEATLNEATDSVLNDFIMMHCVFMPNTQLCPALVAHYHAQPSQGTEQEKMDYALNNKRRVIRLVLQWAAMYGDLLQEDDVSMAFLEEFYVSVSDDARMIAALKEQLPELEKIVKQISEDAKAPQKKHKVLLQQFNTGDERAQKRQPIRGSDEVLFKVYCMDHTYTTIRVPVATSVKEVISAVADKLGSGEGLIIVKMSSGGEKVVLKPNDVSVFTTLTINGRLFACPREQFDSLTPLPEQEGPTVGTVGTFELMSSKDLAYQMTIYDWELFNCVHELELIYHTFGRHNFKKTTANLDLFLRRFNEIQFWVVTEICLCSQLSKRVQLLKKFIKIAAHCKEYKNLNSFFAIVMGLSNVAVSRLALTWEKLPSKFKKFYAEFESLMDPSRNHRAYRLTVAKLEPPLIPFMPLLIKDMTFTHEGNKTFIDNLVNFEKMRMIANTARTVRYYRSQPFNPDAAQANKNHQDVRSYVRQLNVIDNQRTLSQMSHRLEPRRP
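Guanine nucleotide exchange by EPAC2 is measured as reduced fluorescence of BODIPY-GDP once it is released from 250 nM Rap1B. Plates are read kinetically for 30 min at room temperature; results are scaled to 6.5 mM cAMP.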
D3 antag: antagonists of human D3 dopamine receptor | AID 652054 | 2.5% of 360,000 active | P35462 | D3R cells, DiscoveRx beta-arrestin luminescence, antagonist mode; stronger effect = lower value | max response, negative = inhibition, %; in the data active means max response below about -50%; inconclusive means no clear call, values can overlap the other calls; further: on the % scale 0 is the no-effect control and ±100 the full control effect; mostly tested at two doses, the higher about 12 µM
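Cells plated overnight at 1500 cells/well, then exposed to library compounds with dopamine controls for 90 minutes at 37 degrees C. DiscoveRx reagent added for 30–60 minutes at room temperature; luminescence read, quantitative HTS format.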
EPAC2 antag: blocks human EPAC2 exchange factor; Q8WZA2; EPAC2 GEF exchange of Rap1B-BODIPY-GDP, fluorescence; Potency, µM (series often up to 114 µM), for inactives: at the highest dose activity, negative = inhibition, most hits filed as inhibitors; 0.18% of 360,000 active; further: potency means the concentration at half of the fitted maximal effect; on the % scale 0 is the no-effect control and ±100 the full control effect; nearly all actives have a fitted effect of over 45% in size; many of its hits are not listed in these tables
DRD3 agonist: agonists of human D3 dopamine receptor | D3R DiscoveRx beta-arrestin cells, luminescence, 90 min | max activation, % | 0.58% of 410,000 active; in the data active means max activation above about 30%; further: 0% is about no effect; mostly tested at two doses, the higher about 12 µM
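Agonist-mode cell screen: cells plated at 1500/well and incubated overnight at 37 °C, then exposed to library compounds for 90 min at 37 °C. Detection reagent was added for 30–60 min at room temperature, and luminescence was read.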
FUS suppressor: suppressors of FUS proteinopathy in yeast | S. cerevisiae FUS-expressing, growth rescue, OD600, 24 h | 0.24% of 390,000 active | AID 1347120 | Potency, µM (top dose mostly 76.6 µM), for the others: at the top dose growth rescue (activation), most hits filed as activators;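 further: potency means the concentration at half of the fitted maximal effect; plate controls were DMSO vehicle for no effect and reference control for full effect; nearly all actives have a fitted effect of over 55% in size; some results filed as inactive show a strong effect at the top dose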
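Yeast expressing FUS under galactose induction, OD 0.005 in 2% galactose medium; compounds in a dilution series, 24 h at 30C. Growth rescue by absorbance at 600 nm; CP55940 positive control, DMSO negative.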
Abeta rescue: restores growth of yeast expressing A-beta42 peptide. Potency, µM (series often up to 46.1 µM), for inactives: at the highest dose growth rescue, most hits filed as activators. yeast expressing A-beta42, growth rescue, OD600, 48 h; response scale: 0% DMSO, 100% iron-clioquinol control. AID 1347071. 0.063% of 410,000 active; further: potency means the concentration at half of the fitted maximal effect; nearly all actives have a fitted effect of over 55% in size
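Yeast A-beta toxicity model in growth medium with pinned compounds, 48 h at 30 C; growth read as absorbance at 600 nm. Normalized to FeCl3/clioquinol equimolar mix (positive) and DMSO (negative).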
* = called active by the depositor; ? = inconclusive; · = no result given; & = joins results of further samples; ! = not confirmed by another sample; [ ] = another dose, or the depositor's remark. Unless noted, the call rests on the fitted dose curve; in most records, active means well fitted curve in the direction sought with a large enough effect; inconclusive means small, poorly fitted or top-dose-only effect, or another doubt; inactive means no such curve, though single readings can be large; an effect the other way counts as inactive or inconclusive. These rows are one share of the data. The share of hits here may be higher or lower than overall.

SMILES	TDP-43 yeast inh	aSyn yeast inh	EPAC2 ag	D3 antag	EPAC2 antag	DRD3 agonist	FUS suppressor	Abeta rescue
COC(=O)c1coc(-c2ccc(C)cc2)c1C(=O)OC	?	7%	-6%	35	-11%	5	-18%	-28%
Cc1nnc(NC(=O)CSc2nnc(-c3ccccc3)n2C)s1	-26%[9.22 µM]	-3%	10%	-13	14%	-4	12%	-20%
O=C(C#Cc1ccccc1)c1ccco1	?	-80%[inhibitor]	-1%	-100*	-7%	-27	-8%	-81%[inhibitor]
Cc1cccc(N(C)C(=O)c2cnn(-c3ccccc3)c2C)c1	8%	-5%	16%	0	-2%	4	-2%	-11%
CC(C)c1ccc(N(C(=O)c2csnn2)C(C(=O)NC2CCCC2)c2cccnc2)cc1 (stereo unspecified)	1%	0%	3%	12	0%	4	20%	6%
N#CC1CCCc2c1[nH]c1ccc([N+](=O)[O-])cc21 (stereo unspecified)	-3%[1.82 µM]	12%	4%	3	-7%	0	12%	20%
CC(C)NC(=O)C1(C)CCN1C(=O)c1ccc2c(c1)OCO2 (stereo unspecified)	6%	6%	-1%	9	-9%	7	-12%	-10%
C[C@@H](CO)NC(=O)[C@H]1O[C@@H](n2ccc(=O)[nH]c2=O)[C@H](O)[C@@H]1O	0%	5%	4%	9	6%	8	-18%	-15%
COc1ccc(Cn2c(CCC(=O)Nc3cc(OC)c(OC)c(OC)c3)nc3cccnc32)cc1	19%	·	·	·	·	-12	3%	2%
Cc1[nH]c(=O)c(C(=O)/C=C/c2ccccc2)c2c1CCCC2	2%	9%	-8%	-26	1%	4	-5%	6%
Cn1c(NC(=O)C(C)(C)Oc2ccc(Cl)cc2)cc(=O)n(C)c1=O	7%	4%	1%	-13	-17%	1	0%	2%
CCC1=NN2C(=N)/C(=C\c3ccc(SCc4ccco4)o3)C(=O)N=C2S1	3%	0%	-2%	0	-3%	-2	27%	7%
COC(=O)c1sccc1NC(=S)Nc1cc(C)ccc1OC	24%	0%	9%	166	-26%	-9	12%	24%
COC(=O)c1sc2ncn(CC(=O)N(C)C3CCCCC3)c(=O)c2c1C	-19%	4%	7%	3	7%	-20	-4%	7%
NC(CO)c1csc(Nc2ccc(C(F)(F)F)cn2)n1 (stereo unspecified)	10%	-9%	-5%	0	0%	8	-10%	-16%
Cc1cc(Cl)ccc1C(O)c1ncc(-c2cccc3ccccc23)[nH]1 (stereo unspecified)	16%	0%	9%	0	1%	2	1%	-1%
O=C(Cc1ccc(Cl)cc1)Nc1ccc2c(c1)C(=O)NC2=O	-4%	-2%	4%	?	1%	-10	11%	-14%
COc1ccc2c(C)c(CCC(=O)NC3CC3)c(=O)oc2c1C	25%	-1%	7%	74	-10%	23	-4%	-5%
O=C(Nc1cccc(C(F)(F)F)c1)/C(=C/c1ccco1)NC(=O)c1cccs1	3%	15%	-4%	0	35%[activator]	-11	·	-4%
CC1(C)OC(=O)N(c2cccnc2)C1(C)O (stereo unspecified)	-10%	-8%	7%	-22	-6%	-5	-68%[inhibitor]	22%
CC(C)Sc1nc(-c2cccs2)nc2cc(Cl)ccc12	15%	-4%	13%	11	-2%	6	-10%	-1%
CN(C)c1ccc(C(CNC(=O)c2ccccc2Cl)N2CCc3ccccc32)cc1 (stereo unspecified)	17%	·	·	·	·	-3	4%	-6%
CCCOC(=O)c1ccc(Nc2cc(C)nc3ncnn23)cc1	18%	1%	1%	-1	4%	4	-4%	-26%
COc1cccc(OC)c1OCCCCc1c(C)n[nH]c1C	9%	0%	11%	-9	-8%	-2	-21%	8%
Cc1occc1C(=O)NCc1nc(-c2ccc(Cl)cc2)no1	10%	-1%	6%	-8	-20%	0	-6%	-7%
CN(C(=O)COC(=O)C12CC3CC(CC(C3)C1)C2)c1c(N)n(Cc2ccccc2)c(=O)[nH]c1=O	18%	1%	-7%	-21	10%	6	·	6%
CN1CCN(C(CNS(=O)(=O)c2ccc(Br)cc2)c2ccc3c(c2)OCO3)CC1 (stereo unspecified)	-5%	-8%	-12%	5	-9%	-22	13%	6%
COc1ccccc1OCCSc1nc2ccccc2n1CCC(=O)O	6%	0%	15%	-5	0%	1	-12%	7%
N=c1sccn1CC(=O)Nc1ccc(Cl)c(S(=O)(=O)N2CCOCC2)c1	18%	11%	-8%	-15	0%	-3	-2%	7%
Cn1c(C(=O)NCCC2=CCCCC2)cc2c(=O)n3ccccc3nc21	-17%	3%	3%	-5	-5%	4	1%	-3%
Cc1nc(NC(=O)CC(C)C)sc1-c1csc(Nc2ccc(Cl)cc2)n1	?	4%	4%	4	-6%	2	?	16%
CN(Cc1ccccc1)S(=O)(=O)c1cccc2cccnc12	?	4%	11%	9	18%[57.1 µM]	5	10%	6%
Cc1ccc(S(=O)(=O)c2cc3c(=O)n4ccccc4nc3n(C)c2=N)cc1	1%	-1%	0%	21	2%	1	·	19%
COC(=O)Cn1cnc2c(cnn2-c2ccc(C)cc2)c1=O	15%	1%	2%	0	3%	22	7%	18%
COc1cccc(C(=O)Nc2ccc(Oc3cccc(C(F)(F)F)c3)nc2)c1	5%	-11%	13%	-5	-18%	5	10%	4%
Cc1c(Cl)cccc1NC(=O)c1cc(C2CC2)on1	?	-1%	-5%	10	-15%	-1	-20%	-4%
O=[N+]([O-])c1ccc(OCCCCN2CCCCC2)cc1	-2%	0%	-4%	-58*	-1%	-12	-13%	-8%
CCOC(=O)C1CCN(C(=O)c2ccccc2NS(=O)(=O)c2cc(C)ccc2C)CC1	-7%	0%	6%	10	17%	-4	13%	1%
CCN1CCN(C(c2ccccc2)c2nnnn2CCc2ccc(OC)c(OC)c2)CC1 (stereo unspecified)	-7%	-4%	-4%	-12	-1%	-6	14%	1%
CNC(=O)CN(c1ccc(Oc2ccccc2)cc1)S(=O)(=O)c1ccc(C)cc1	15%	4%	-7%	24	2%	0	·	7%
COc1ccc(OC)c(NC(=O)CSc2nnc(Cn3nnc4ccccc43)n2C)c1	-4%	1%	8%	-19	3%	-3	2%	16%
CCOc1ccc(Nc2nc(NCC3CCCO3)c3ccccc3n2)cc1 (stereo unspecified)	-3%	-11%	4%	-5	-10%	2	22%	1%
COc1ccc(-c2cc(C(F)(F)F)n3nc(C(=O)O)cc3n2)cc1OC	2%	4%	11%	-13	4%	-6	0%	-4%
Cc1cccc(C)c1NC(=S)/N=C/N(C)C	2%[9.22 µM]	5%	-8%	4	-14%	2	-11%	-7%
CCOc1ccc(C(=O)CSCC(=O)O)cc1	11%	13%	8%	0	0%	3	-31%	6%
O=C(O)c1ccc(OCc2occc2C(=O)O)cc1	-4%	-3%	5%	-5	12%	3	12%	-14%
CCOc1ccc(S(=O)(=O)N(CC)CC)cc1N	-21%	-3%	11%	-23	4%	-5	5%	-5%
O=C(Nc1c2c(nn1-c1ccc(F)cc1)CS(=O)(=O)C2)C12CC3CC(CC(C3)C1)C2	15%	0%	-17%	12	7%	-4	·	?
CN(CC(=O)NCC(=O)Nc1ccc(F)cc1)CC(=O)Nc1ccc(Cl)c(C(F)(F)F)c1	-13%	-1%	5%	-19	-2%	-14	·	-5%
COc1ccc(CNC(=O)Cn2nnc(-c3ccc(S(C)(=O)=O)cc3)n2)cc1	22%	·	·	·	·	3	-10%	-11%
Next records
SMILES	TDP-43 yeast inh	aSyn yeast inh	EPAC2 ag	D3 antag	EPAC2 antag	DRD3 agonist	FUS suppressor	Abeta rescue
CC(OC(=O)C1=COCCO1)C(=O)c1ccc(C(C)(C)C)cc1 (stereo unspecified)	4%	2%	12%	20	-3%	11	20%	18%
CC(C)C[C@H](NC(=O)c1nc[nH]c1C(=O)N1CCc2ccccc2C1)C(=O)OC(C)(C)C	-9%	15%	-4%	-2	-5%	-16	36%	-5%
CCOc1ccc(S(=O)(=O)NC(C)C)cc1C(N)=O	23%	2%	0%	1	1%	10	-19%	-11%
Cc1ccccc1NS(=O)(=O)c1ccc(C(=O)N2CCN(S(=O)(=O)c3ccccc3)CC2)cc1	0%	5%	3%	-3	-5%	8	10%	1%
CN(Cc1ccncn1)C(=O)C1CCC(=O)N(Cc2cccc(C(F)(F)F)c2)C1 (stereo unspecified)	2%	-4%	0%	?	-4%	-12	·	0%
CC(NC(=O)C(=O)Nc1c2c(nn1-c1ccc(F)cc1)CSC2)c1ccccc1 (stereo unspecified)	18%	·	·	·	·	4	30%	11%
COCCC(=O)N1CCC(Oc2ccc(C(=O)N3C[C@@H]4CCC[C@H]3C4)cc2)CC1	-4%	0%	4%	8	0%	-5	-4%	0%
Cc1c(NC(=O)c2cc(-c3ccc(Br)cc3)on2)c(=O)n(-c2ccccc2)n1C	-7%&21%	-12%	13%	-15	-4%	-7&5	18%&13%	-17%&-10%
CCC(C)c1ccccc1NC(=O)COC(=O)c1ccc(N2CCCC2)c([N+](=O)[O-])c1 (stereo unspecified)	8%	-6%	-7%	-2	-26%	-2	8%	10%
COC(=O)c1c(NC(=O)Cc2coc3cc(C)ccc23)sc2c1CCC2	23%	·	·	·	·	-1	-7%	-50%[inhibitor]
CCC1Nc2ncnc(N3CCCCC3)c2N(Cc2ccc(OC)cc2)C1=O (stereo unspecified)	-9%&4%	-2%&9%	7%&5%	-64*!	-16%&-8%	-27&-10	11%&29%	3%&15%
CCn1c(C)nc2cc(C(=O)N/N=C/c3cccc(OC)c3O)ccc21	-1%	2%	4%	16	0%	12	13%	-2%
Cc1ccc(NC(c2ccc(Cl)cc2)c2nnc(-c3cccc(F)c3)o2)cc1C (stereo unspecified)	8%	·	·	·	·	4	-11%	3%

Compound profiles (already shown).
Results for CCn1c(C)nc2cc(C(=O)N/N=C/c3cccc(OC)c3O)ccc21 → TDP-43 yeast inh: -1%; aSyn yeast inh: 2%; EPAC2 ag: 4%; D3 antag: 16; EPAC2 antag: 0%; DRD3 agonist: 12; FUS suppressor: 13%; Abeta rescue: -2%
Results for CCC1Nc2ncnc(N3CCCCC3)c2N(Cc2ccc(OC)cc2)C1=O (stereo unspecified) → TDP-43 yeast inh: -9%&4%; aSyn yeast inh: -2%&9%; EPAC2 ag: 7%&5%; D3 antag: -64*!; EPAC2 antag: -16%&-8%; DRD3 agonist: -27&-10; FUS suppressor: 11%&29%; Abeta rescue: 3%&15%

Screens as filed in PubChem.
